BRCA1 expr act: activators of BRCA1 expression | MCF7-BRCA1-FFLuc reporter, luminescence, 48 h; response scale: scaled: vehicle 0%, 10 µM genistein 100% | Potency, µM (top dose mostly 46.1 µM), inactives show top-dose activation, most hits filed as activators | actives 1.1% (n = 380,000); active = well fitted activation curve with a large enough effect; inconclusive = small, poorly fitted or top-dose-only effect; inactive = no such curve, though single readings can be large or run the other way; also: nearly all actives have a fitted effect of over 80% in size; some results filed as inactive show a strong effect at the top dose
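Luminescence from a BRCA1-driven firefly luciferase in MCF7 cells was the read-out, taken 15 min after substrate addition following 48 h compound exposure at 37 °C. Data were normalized to a 10 microM genistein control and DMSO vehicle.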
* marks the source's active call; other numbers are inactive results; u = inconclusive. Potency is read from the fitted curve at half-maximal effect. Not all compounds are listed (hit frequency here may not be typical).

Structure	BRCA1 expr act
COc1cccc(-c2cnc(C(O)c3cccc(OC)c3)[nH]2)c1 (stereo not given)	13%
Cc1ccc(N(CC(=O)NCCc2ccc(Cl)cc2)S(=O)(=O)N(C)C)cc1	-39%
COc1ccc(NC(=O)C2CCCN(S(=O)(=O)c3c(C)[nH]c(=O)[nH]c3=O)C2)c(OC)c1 (stereo not given)	-3%
Cc1ccccc1-c1cnc(C(O)c2c(C)ccc3ccccc23)[nH]1 (stereo not given)	2%
CCc1ccccc1NC(=O)Cn1nnc(C(=O)NCc2ccco2)c1N	-51%
CCCCn1nnnc1C(CCc1ccccc1)N1CCN(C/C=C/c2ccccc2)CC1 (stereo not given)	0%
CC(CC(=O)Nc1ccc2c(c1)c(=O)n(C)n2Cc1ccc(Cl)cc1)C(F)(F)F (stereo not given)	-9%
Fc1ccc(N2CCN(c3ncnc4onc(-c5ccc(Cl)cc5)c34)CC2)cc1	-26%
Cc1cccc(C)c1NC(=O)c1nc(S(=O)(=O)Cc2ccccc2F)ncc1Cl	-38%
CC(N)c1csc(Nc2ccc(C(=O)NCCCO)cn2)n1 (stereo not given)	1%
CCOc1ccc(CNC(=O)c2cc3c(=O)oc4ccc(C)cc4c3s2)cc1	11%
CNC(=O)c1ccc2nc(-c3ccccc3)c(-c3ccccc3)nc2c1	-5%
O=[N+]([O-])c1ccc(O/N=[N+](\[O-])N2CCN(c3ccccc3)CC2)c([N+](=O)[O-])c1	-51%
Nc1ncnc2c1ncn2C1OC(CO)C2OC21 (stereo not given)	-8%
COC(=O)c1ccc(Cn2c(C)c(C(=O)NCc3ccc(C#N)cc3)sc2=O)o1	-5%
CC(Nc1ccc(-c2nc(-c3ccccn3)no2)cc1[N+](=O)[O-])c1ccccc1 (stereo not given)	-1%
O=C1NC[C@H](CCCCN2C[C@H](Cc3ccc(O)cc3)N(CCc3ccccc3)C(=O)C2=O)N(CCC2CCCCC2)C1=O	3%
COC(=O)c1ccccc1NC(=O)CCc1c(C)nc2cc(-c3ccc(Cl)cc3)nn2c1C	-21%
COCCCNC(=O)CCc1c(C)nc2nc(-c3cc(OC)cc(OC)c3)nn2c1C	0%
Cc1ccc(OCCN2CCC2(C)C(=O)Nc2ccc3c(c2)OCO3)cc1 (stereo not given)	11%

Arranged by SMILES length (ascending): part of the list above
Structure	BRCA1 expr act
Nc1ncnc2c1ncn2C1OC(CO)C2OC21 (stereo not given)	-8%
CNC(=O)c1ccc2nc(-c3ccccc3)c(-c3ccccc3)nc2c1	-5%
CCOc1ccc(CNC(=O)c2cc3c(=O)oc4ccc(C)cc4c3s2)cc1	11%
Cc1cccc(C)c1NC(=O)c1nc(S(=O)(=O)Cc2ccccc2F)ncc1Cl	-38%
CC(CC(=O)Nc1ccc2c(c1)c(=O)n(C)n2Cc1ccc(Cl)cc1)C(F)(F)F (stereo not given)	-9%

More entries
Structure	BRCA1 expr act
CC(C)NC(=O)c1cc(C2CCCCN2S(=O)(=O)c2cccs2)on1 (stereo not given)	0%
CCOC(=O)N1CCC(NC(=O)c2c(C)nn(-c3ccc(C)cc3)c2-n2cccc2)CC1	-2%
COc1cccc(-c2cc3nc(NCc4ccccc4F)n(C)c(=O)c3s2)c1	-12%
Clc1ccc(-c2nn3c(-c4cc(-c5ccccc5)n[nH]4)nnc3s2)cc1	-6%
CC(C)n1nnnc1C1c2ccccc2C(=O)N1Cc1cccnc1 (stereo not given)	0%
CCOc1ccc(OCC)c(NC(=O)c2cc(-c3cccs3)nc3ccccc23)c1	18%
CC1(Cc2cc(Cl)ccc2C(F)(F)F)C(=O)Nc2cc(C(F)(F)F)ccc21 (stereo not given)	-58%
COc1ccc(-n2nnnc2C(c2ccnc3ccccc23)N2CCN(C/C=C/c3ccccc3)CC2)cc1 (stereo not given)	-31%
Cc1cc(Nc2ccc(Br)cc2)n2nc(-c3ccccc3C)nc2n1	-13%
COc1ccc(C(C)(O)c2nc(-c3ccoc3)cs2)cc1 (stereo not given)	-22%
CC1=C(C(=O)Nc2ccc(C)cc2C)C(C(C)C)n2nc(SCc3ccccc3Cl)nc2N1 (stereo not given)	9%
Cc1ccc(-c2c(C(=O)N3CCN(c4cc(Cl)ccc4C)CC3)oc(=O)c3ccccc23)cc1	13%
O=C(CSc1nnc(-c2ccncc2)n1-c1ccccc1)Nc1ccc(F)cc1	13%
CCn1cc(C(=O)NCc2ccccc2Cl)c(=O)c2cc(S(=O)(=O)N3CCc4ccccc4C3)ccc21	-11%
CC(C)C(=O)N1CCCC1(C)C(=O)NCc1ccccn1 (stereo not given)	13%
COc1cccc(OC)c1NC(=O)c1ccc(-c2cc(Cl)ccc2Cl)o1	-34%
O=C(CSc1nc2c([nH]c3ccccc32)c(=O)n1-c1ccc(Cl)cc1)NC1CCCCC1	-4%
O=c1[nH]c2c(-c3nc(-c4ccc(Cl)cc4)cs3)c(O)cn2c2ccccc12	-9%
CCOc1ccc(-c2cnc(NCc3cccc(Cl)c3)n2C)cc1	0%
Cc1nn(-c2ccccc2)c(OC(=O)c2ccccc2Br)c1S(=O)(=O)c1ccccc1	0%
O=C(CN1CCN(Cc2ccccc2Cl)C1=O)NCCc1ccc(Cl)cc1	-7%
Nc1nc2ccc(Cl)cc2cc1C(=O)NCc1ccc(Oc2ccccc2)cc1	-61%
CCn1cc(C(=O)Nc2ccc(C(C)C)cc2)c2cc(OC)c(OC)cc2c1=O	0%
CC(=O)NC(c1cccc(F)c1)c1nc(-c2cc(F)cc(Cl)c2)cs1 (stereo not given)	23%
COC(=O)[C@@]1(Cc2ccc(OC)cc2)[C@H]2c3cc(C(=O)N4CCCC4)n(CCN4CCOCC4)c3C[C@H]2CN1C(=O)c1ccccc1	6%
CCc1nc2c(OCCC3CCCCC3)cccn2c1N(C=O)Cc1ccc(OC)cc1	-40%
O=C(Nc1nnc([C@@H]2C[C@H](O)[C@@H](CO)O2)s1)Nc1ccccc1F	6.3µM*
Cc1ccc(C(=O)n2nc(C)c(S(=O)(=O)N3CCCCCC3)c2C)cc1C	13%
CN1CCN(c2ccc(-c3cc(NC=O)c4ncc(-c5ccccc5)n4c3)cc2)CC1	14%
COC(=O)c1ccccc1NC(=O)CSc1nc2ccccc2nc1Cc1ccccc1OC	9%
c1cnc2ccc(-n3ccnc3)cc2c1	2%
O=C(Nc1cccc(C(F)(F)F)c1)C1CCCN(S(=O)(=O)c2cccc3nsnc23)C1 (stereo not given)	2%
COc1ccc(Nc2cc(C)c3cc(NC(=O)Cc4ccc(Cl)cc4)ccc3n2)cc1	-41%
Cc1ccc(F)cc1C(=O)N1CCCCC1c1cc(C(=O)Nc2ccc(F)c(Cl)c2)no1 (stereo not given)	-17%
CSc1ccc(Cn2c(C)c(C(=O)NCc3ccc4c(c3)OCCO4)sc2=O)cc1	-17%
CC(=O)NC(C)(c1ccccc1)c1nc(-c2ccc(F)c(Cl)c2)cs1 (stereo not given)	-15%
CC1(C(=O)NS(=O)(=O)C2CC2)CCN(C(=O)COCc2ccccc2)C1 (stereo not given)	4%
COc1ccc([C@H]2CC(=O)C[C@@H](CCn3ccnn3)O2)cc1	13%
CN(C)CCCNC(=O)c1cccc(-c2cnc3cccnn23)c1	6%
COc1cc(C2C(C(=O)Nc3ccccc3)=C(C)Nc3nnnn32)cc(OC)c1OC (stereo not given)	-55%
COc1ccc(S(=O)(=O)Nc2cc(S(=O)(=O)c3ccccc3)c(O)c(C)c2C)cc1	7%
Cc1ccc(S(=O)(=O)N(C)c2ccc3c(c2)C(=O)c2ccccc2-3)cc1	-3%
CCc1nc2c(OCCOC)cccn2c1N(C)C(=O)Nc1ccccc1OC	6%
CCCCCCCCN1C(=O)[C@H](CC(=O)NCc2cccc(C(F)(F)F)c2)C[C@@]2(C(=O)OCC)CCCC=C12	-16%
CCN(CC)S(=O)(=O)c1ccc2c(c1)N(CC(=O)N(C)Cc1ccccc1)C(=O)CO2	-2%
Cn1c(=O)c2c(nc(NCc3ccccc3)n2Cc2ccc(Cl)c(Cl)c2)n(C)c1=O	-46%
COc1ccc(OCC(=O)Nc2cc(-c3cccc(Cl)c3)nn2-c2ccccc2)cc1	0%
Cc1nc2nc[nH]n2c(=O)c1CCC(=O)Nc1ccc(F)cc1	-3%
COCCNC(=O)C1CCCN(C(=O)c2sc(-c3ccccc3)nc2C)CC1 (stereo not given)	-2%
CCc1nc2ccc(C(=O)Nc3cccc(NS(C)(=O)=O)c3)cn2c1N(CC)CCOC	7%
COc1ccc(Nc2nc(C)nc(N)c2S(=O)(=O)c2ccccc2)cc1	0%
CCCCNC(=O)C1(C)CCN1C(=O)c1cccc(OC(C)=O)c1C (stereo not given)	9%
CCSc1ccc(-c2cc(NC=O)c3ncc(-c4cccc(C(=O)NCCN(C)C)c4)n3c2)cc1	-57%
CC(C)=CCC[C@H](C)C[C@@H]1CC2=C(C(=O)OC(C)(C)O2)[C@H](c2ccc(F)cc2)O1	0%
CN(C)c1ccc(/C=C2\CCc3cc(N)ccc32)cc1	-8%
Cc1ccc(-c2nc3sc(CCNC(=O)c4ccco4)c(C)n3n2)cc1	14%
O=c1[nH][nH]c2c1[C@H](CCc1cccc(Cl)c1)O[C@H](C1CC1)C2	2%
Cc1nn(-c2ccc(N3CCOCC3)nn2)c(C)c1CCC(=O)NCc1ccc(OC(C)C)cc1	0%
COc1ccc(Cc2c(-c3ccccc3)nc3c(C)cc(Br)cn23)c(C)c1	-10%
COc1cc(CN(C(=O)c2ccccc2)c2ccccn2)cc(OC)c1OC	0%

Three of these compounds in another layout:
CC1(Cc2cc(Cl)ccc2C(F)(F)F)C(=O)Nc2cc(C(F)(F)F)ccc21 (stereo not given)
  BRCA1 expr act: -58%
COc1ccc(-n2nnnc2C(c2ccnc3ccccc23)N2CCN(C/C=C/c3ccccc3)CC2)cc1 (stereo not given)
  BRCA1 expr act: -31%
Cc1cc(Nc2ccc(Br)cc2)n2nc(-c3ccccc3C)nc2n1
  BRCA1 expr act: -13%

More results.
Structure	BRCA1 expr act
COC(=O)[C@@]1(Sc2ccc(C)cc2)CC(=O)N(c2cccc(SC)c2)[C@@H]1c1ccccc1	-55%
CC1(C(=O)NS(=O)(=O)C2CC2)CCCN(C(=O)c2ccc(F)cc2Cl)C1 (stereo not given)	0%
Cc1nc(-c2ccccc2)sc1CCNS(=O)(=O)c1ccccc1	8%
C[n+]1ccnc2cc(Cl)ccc21	-79%
COCCNc1nc(NCc2ccc(NC(C)=O)cc2)c2sccc2n1	0%
Cc1ccc2nc(-c3ccccc3)c(Cc3ccccn3)n2c1	u
Cc1ccc(-c2cc3ncc4c(n3n2)-c2cc(F)ccc2OC4)cc1	4%
Cc1ccc(C2N=C(Nc3nc4ccccc4o3)NC3=C2C(=O)CC(C)(C)C3)cc1 (stereo not given)	5%
CCC1CCCCN1S(=O)(=O)c1ccc(C(=O)Nc2sc3c(c2C(=O)NC)CCC3)cc1 (stereo not given)	-1%
CC(=O)Nc1ccc(NCCc2cccs2)cc1	64%
N#Cc1ccc(-c2nc3ccc(Br)cn3c2Cc2ccccc2C(F)(F)F)cc1	0%
Cc1cc(Cl)ccc1C(O)c1ncc(-c2cccc(F)c2)[nH]1 (stereo not given)	-7%
COCCNc1nc(NC(C)C)nc2ccsc12	9%
COc1ccc(-c2nc3ccc(Br)cn3c2Cc2ccc(C)cc2)cc1OC	19%
COc1ccc(S(=O)(=O)c2cn(CC(=O)Nc3ccccc3)c3ccc(Cl)cc3c2=O)cc1	4%
CC1(C(=O)Nc2ccccc2Cc2ccccc2)CCN1CCc1ccccc1 (stereo not given)	-13%
CN(C)CCN1CCN(C2CN(Cc3cn(Cc4ccc(F)cc4)nn3)S(=O)(=O)C2)CC1 (stereo not given)	7%
O=C(Nc1ccccc1Cl)c1cc(C2CCCCN2C(=O)C2CCCCC2)on1 (stereo not given)	-24%
OC(c1cc(F)cc(Cl)c1)c1ncc(-c2ccccc2C(F)(F)F)[nH]1 (stereo not given)	-6%
CC(CC(=O)Nc1ccc2c(c1)c(=O)n(C)n2-c1ccccc1)c1ccccc1 (stereo not given)	-57%
CCCCNC(=O)C1(C)CCN1C(=O)c1ccc(OC)c(C(F)(F)F)c1 (stereo not given)	0%
CCOC1=C2[C@H](c3ccc(Cl)cc3)N(S(=O)(=O)c3ccc(C)cc3)C[C@H]2n2c(=O)n(-c3ccccc3)c(=O)n2C1	-3%
Cc1ccc(OCCNC(=O)[C@H]2O[C@@H](n3cnc4c(N)ncnc43)[C@H](O)[C@@H]2O)cc1C	6%
CCNC(=O)C1(C)CCN(C(=O)c2ccc(F)cc2Cl)C1 (stereo not given)	2%
O=C1Nc2ccccc2CN2C(=O)c3cc(Cl)ccc3NC(=O)C12 (stereo not given)	1%
COc1ccccc1CNC(=O)CCn1c(=O)c2ccccc2n(CC(=O)Nc2cc(Cl)ccc2C)c1=O	3%
Cc1cccc(OCCSc2nc3ccccc3n2CC(=O)N2CCOCC2)c1C	1%
O=C(COc1ccc(CNC[C@H]2O[C@@H](n3ccc(=O)[nH]c3=O)[C@H](O)[C@@H]2O)cc1)Nc1nccs1	14%
O=c1[nH]cnc2c1[nH]c(=S)n2C1O[C@@H](CO)[C@H](O)[C@@H]1O (stereo not given in full)	1%
CC1CCN2c3cc(Cl)ccc3CC3(C(=O)OC(C)(C)OC3=O)C2C1 (stereo not given)	9%

Screening results deposited in PubChem by National Center for Advancing Translational Sciences (NCATS).
